Tau fluor cs – counter-screen for tau fibril formation inhibitors | tau K18 P301L Alexa594 fluorescence, heparin fibrillization | Potency, µM (titrated, usually from 57.7 µM), without a hit: at the top dose activity change, negative = decrease | actives 0.93% (n = 280,000); also: % is scaled to controls: 0 for no effect and ±100 for the full control effect; nearly all actives have a fitted effect of over 55% in size
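Human K18 P301L tau (15 uM unlabeled plus 0.24 uM Alexa 594-labeled, final) in 100 mM sodium acetate pH 7 was mixed with compound and 20 uM heparin and incubated 6 hr at 37 C.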
Tau fibril FP – tau fibrillization inhibition (FP); Potency, µM (top dose mostly 57.7 µM), without a hit: at the highest dose activity, negative = inhibition, actives largely listed as inhibitors; P10636; actives 0.39% (n = 280,000); K18 P301L tau heparin fibrillization, Alexa594 FP, 6 h; also: % is scaled to controls: 0 for no effect and ±100 for the full control effect; nearly all actives have a fitted effect of over 55% in size
Target sequence (P10636 561-689 P618L limits assumed): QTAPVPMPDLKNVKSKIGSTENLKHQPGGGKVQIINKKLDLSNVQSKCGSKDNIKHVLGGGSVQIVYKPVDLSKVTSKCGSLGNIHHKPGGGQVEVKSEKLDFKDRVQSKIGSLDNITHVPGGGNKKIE
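FP of Alexa 594-tau after heparin (20 uM) induction. Substrate: human K18 P301L, 15 uM unlabeled, 0.24 uM labeled. Buffer 100 mM sodium acetate pH 7. 6 hr, 37 C.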
GAA spleen mod – lysosomal alpha-glucosidase (human) modulation; P10253; Potency, µM (top dose mostly 79.9 µM), without a hit: at the highest dose activity change, negative = inhibition, most hits filed as inhibitors; actives 0.006% (n = 240,000); AID 2112; human spleen homogenate, 4-MU-alpha-glucoside fluorescence;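 also: 0% = enzyme with vehicle and -100% = no enzyme basal signal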
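Compounds were titrated against alpha-glucosidase in spleen homogenate at pH 5.0, with 1 mM 4-methylumbelliferyl substrate for 40 min at 37 C. Reactions were quenched with pH 10 NaOH/glycine and fluorescence measured.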
GAA inh – blocks human lysosomal alpha-glucosidase; P10253; purified human GAA, 4-MU-alpha-glucoside fluorescence; Potency, µM (titrated, usually from 76.9 µM), inactives show top-dose activity change, negative = inhibition, usual class: inhibitors; actives 0.005% (n = 200,000); AID 1466;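 also: plate controls were uninhibited enzyme wells for no effect and no-enzyme background for full effect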
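Human alpha-glucosidase, 4 nM, pre-mixed with test compounds before 400 uM 4-methylumbelliferyl substrate; 20 min room temperature at pH 5.0. Fluorescence read after pH 10 stop; AC50 values from Hill-equation fits.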
Tau ThT inhib – blocks human tau fibril formation measured by thioflavin T | recombinant tau K18 P301L (four-repeat tau fragment), heparin-induced fibrillization, ThT fluorescence | actives 2.1% (n = 270,000) | Potency, µM (top dose mostly 57.4 µM), for inactives: at the top dose activity, negative = inhibition, actives largely listed as inhibitors | P10636; also: % is scaled to controls: 0 for no effect and ±100 for the full control effect; nearly all actives have a fitted effect of over 55% in size
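Aggregation was driven by heparin (20 uM final) acting on recombinant tau […] bearing P301L in 100 mM sodium acetate pH 7; fibrils were detected with Thioflavin T.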
GAA glycogen mod – inhibitors or activators of human alpha-glucosidase glycogen cleavage; recombinant GAA, glycogen substrate, Amplex Red glucose oxidase fluorescence; Potency, µM (doses to about 76.4 µM), for inactives: top-dose activity change, negative = inhibition, actives largely listed as inhibitors; actives 0.38% (n = 300,000); AID 2100;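 also: 0% = full enzyme reaction and -100% = no-enzyme basal signal; the screen sought inhibitors and activators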
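Recombinant human alpha-glucosidase (4 nM final) hydrolysed bovine liver glycogen (30 ug) for 40 min at 37 C in pH 5.0 citrate/phosphate with 0.01% Tween-20. Released glucose detected by glucose oxidase/Amplex Red, Ex 573/Em 610 nm. Compounds up to 77 uM; AC50 from Hill fits.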
aGal spleen mod – alpha-galactosidase A (human) modulation; P06280; human spleen homogenate, 4MU-alpha-Gal fluorescence, 40 min; Potency, µM (highest dose often 80 µM), without a hit: at the highest dose activity change, negative = inhibition, hits mostly inhibitors; actives 0.008% (n = 240,000);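 also: 0% = enzyme with vehicle and -100% = no enzyme basal signal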
Target sequence (P06280 32-429 limits assumed): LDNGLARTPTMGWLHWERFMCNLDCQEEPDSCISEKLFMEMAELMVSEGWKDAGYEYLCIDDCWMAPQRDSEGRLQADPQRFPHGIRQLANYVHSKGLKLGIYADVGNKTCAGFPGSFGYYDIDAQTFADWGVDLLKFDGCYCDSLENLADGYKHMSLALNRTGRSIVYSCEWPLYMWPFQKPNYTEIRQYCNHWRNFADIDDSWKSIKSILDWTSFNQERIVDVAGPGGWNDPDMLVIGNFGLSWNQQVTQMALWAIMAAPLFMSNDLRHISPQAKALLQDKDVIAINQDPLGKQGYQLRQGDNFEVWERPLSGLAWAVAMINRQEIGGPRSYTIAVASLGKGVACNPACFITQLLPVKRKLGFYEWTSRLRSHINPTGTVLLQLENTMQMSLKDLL
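Human spleen homogenate (1 ug) as enzyme source, 4-methylumbelliferyl-alpha-D-galactopyranoside 1 mM final, citrate/phosphate pH 5.0 with 0.01% Tween-20. Compounds 40 min at 37C, NaOH/glycine stop; fluorescence Ex 365/Em 440, Hill-fit AC50.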
HTT ATP protect – protects HTT-Q103 PC12 cells, measured by ATP | PC12 HTT-Q103 induced, cytoprotection, ATP luminescence, 40 h | Potency, µM (top dose mostly 56.4 µM), without a hit: cytoprotection (ATP increase), hits mostly activators | actives 0.14% (n = 230,000) | AID 1471;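 also: % of control where 0% means no effect; nearly all actives have a fitted effect of over 45% in size; toxic huntingtin expression switched on by the ecdysone agonist tebufenozide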
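Compounds added alongside 100 nM tebufenozide, which induces toxic Q103 huntingtin exon 1-GFP in stable PC12 cells; surviving cells quantified by luminescent ATP measurement. Medium: phenol red-free DMEM, 5% equine and 5% calf serum.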
An asterisk follows results filed as active; ? = inconclusive; nt = not tested or not shown; [ ] = another dose, or the depositor's remark. Calls follow the shape of the dose curve; as a rule, active = well fitted curve in the direction sought with a large enough effect; inconclusive = small, poorly fitted or top-dose-only effect, or another doubt; inactive = no such curve, though single readings can be large; an effect the other way counts as inactive or inconclusive. Potency is read from the fitted curve at half-maximal effect.

1. O=C(CN1CCC(NC(=O)c2ccccc2F)CC1)Nc1ccc2c(c1)OCO2
2. Brc1ccc(OCCCCCN2CCOCC2)cc1
3. COCC(=O)Nc1nnc(Cc2ccc(OC)c(OC)c2)s1
4. CCOc1ccc(NC(=O)c2cnc3scc(C)n3c2=O)cc1
5. CCOc1ccc2nc(NC(=O)CC3Oc4ccccc4NC3=O)sc2c1 (stereo unspecified)
6. CCC(Oc1ccccc1)C(=O)N1CCN(CC)CC1 (stereo unspecified)
7. COc1ccc(Nc2nc3c(S(=O)(=O)c4ccccc4)nnn3c3ccc(Cl)cc23)cc1OC
8. COc1ccc(OCCC(=O)OCC(=O)NC2CCCCCCC2)cc1
Compound	1	2	3	4	5	6	7	8
Tau fluor cs	-10%	1%	8%	2%	-13%	-3%	-16%	-9%
Tau fibril FP	2%	1%	1%	4%	-10%	1%	-1%	12%
GAA spleen mod	-2%	-5%	8%	3%	-8%	1%	nt	9%
GAA inh	nt	-7%	-8%	?	nt	3%	nt	6%
Tau ThT inhib	-2%	-1%	4%	-18%	-12%	-6%	-4%	-8%
GAA glycogen mod	14%	0%	9%	-15%	0%	5%	0%[76.3 µM]	-11%
aGal spleen mod	-5%	-11%	13%	13%	-3%	-15%	nt	8%
HTT ATP protect	41%[10 µM]	-26%	-6%[10 µM]	-11%	-2%[10 µM]	-4%	nt	-7%

2 compounds drawn at random from those above:
3. COCC(=O)Nc1nnc(Cc2ccc(OC)c(OC)c2)s1
5. CCOc1ccc2nc(NC(=O)CC3Oc4ccccc4NC3=O)sc2c1 (stereo unspecified)
Compound	3	5
Tau fluor cs	8%	-13%
Tau fibril FP	1%	-10%
GAA spleen mod	8%	-8%
GAA inh	-8%	nt
Tau ThT inhib	4%	-12%
GAA glycogen mod	9%	0%
aGal spleen mod	13%	-3%
HTT ATP protect	-6%[10 µM]	-2%[10 µM]

Additional compounds.
9. Cc1cccc(C(=O)O/N=C/c2c(Cl)n(C)c3ccccc23)c1
10. CCn1c(=O)c(C(=O)NNS(=O)(=O)c2ccc(Br)cc2)c(O)c2ccccc21
11. O=C(CN1C(=O)S/C(=C/C=C/c2ccccc2)C1=O)Nc1ccc(C(=O)O)cc1
12. O=C(CCN1C(=O)C2C3C=CC(C3)C2C1=O)N1CCN(c2ccc([N+](=O)[O-])cc2)CC1 (stereo unspecified)
13. O=C(OC1CCCCC1)c1ccc(NC(=O)c2ccco2)cc1
14. CC(C)=CCc1c2c(c3occ(-c4ccc(O)c(O)c4)c(=O)c3c1O)C=CC(C)(C)O2
15. O=C(Cn1cnc2c(oc3ccccc32)c1=O)N1CCCC1
16. COCCN(CC(=O)Oc1ccccc1P(=O)(OC)OC)Cc1ccccc1
Compound	9	10	11	12	13	14	15	16
Tau fluor cs	-24%	-21%	-22%	-10%	?	3.5µM*[quencher]	-3%	3%
Tau fibril FP	-9%	3%	1%	1%	?	25µM*	?	-1%
GAA spleen mod	-2%	-6%	-23%	-19%	-6%	3%	14%	4%
GAA inh	-5%	6%	-4%	-11%	-4%	nt	-6%	nt
Tau ThT inhib	?	-15%	?	?	-15%	?	-3%	5%
GAA glycogen mod	-1%	-8%	4%	-5%	-7%	nt	-1%	6%
aGal spleen mod	-4%	-7%	-20%	-15%	-7%	-16%	16%	8%
HTT ATP protect	-7%[10 µM]	nt	-28%	-7%	-23%	-67%[inhibitor][10 µM]	-22%	7%[10 µM]

17. Cc1ccc(S(=O)(=O)N2CCC(C(=O)OCc3ccc([N+](=O)[O-])cc3)CC2)cc1
18. Cc1cc2c(cc1S(=O)(=O)CCC(=O)Nc1ccc(OC(F)(F)F)cc1)OCC(=O)N2
19. O=C(Cc1ncc(C(F)(F)F)cc1Cl)NCCc1ccccc1
20. O=C(NCc1ccc(Cl)cc1)c1cc2c(nc3sccn32)s1
21. O=C(NCC(=O)N(c1ccccc1)C(C(=O)NC1CCCCC1)c1ccncc1)c1ccco1 (stereo unspecified)
22. Cn1cnc([N+](=O)[O-])c1SCC(O)CCl (stereo unspecified)
23. COc1ccc(CCNc2nc(N3CCCCC3)nc(N3CCCCC3)n2)cc1OC
24. Cc1ccccc1OC(=O)C1C(c2ccccc2)C(C(=O)O)C1c1ccccc1 (stereo unspecified)
Compound	17	18	19	20	21	22	23	24
Tau fluor cs	11%	-24%	0%	-23%	3%	7%	-10%	-1%
Tau fibril FP	-2%	0%	-4%	11%	4%	9%	10%	9%
GAA spleen mod	-3%	nt	-27%	0%	-16%	nt	-4%	4%
GAA inh	6%	nt	-3%	13%	0%	-14%	-10%	7%
Tau ThT inhib	10%	-8%	-2%	?	1%	5%	-22%	-8%
GAA glycogen mod	0%	5%[76.3 µM]	5%	1%	3%	2%	-10%	-5%
aGal spleen mod	2%	nt	?	8%	-6%	1%	7%	12%
HTT ATP protect	nt	nt	11%[10 µM]	-11%	2%	?	-44%[inhibitor]	7%

25. O=C1/C(=C\c2ccc(-c3ccccc3[N+](=O)[O-])o2)C(c2ccccc2)=NN1c1ccccc1
26. COC(=O)c1cc(NC(=O)c2cc(-c3ccc(OC)cc3)oc2C(F)(F)F)ccc1N1CCOCC1
27. CC1=C2[C@@H](O)[C@H]([C@@H](C)C(=O)NCCC(C)C)CC[C@@]2(C)C=CC1=O
28. S=C(Nc1ccccc1)N1CCCCC1
29. COc1cc(/C=C/c2ccc3cccc([N+](=O)[O-])c3n2)ccc1OCC#N
30. CC1(C(=O)c2ccccc2)C2c3c(ccc4ccccc34)OC(=O)C21C(=O)N1CCOCC1 (stereo unspecified)
31. CNc1c([N+](=O)[O-])cnn1-c1ccccn1
32. O=C(CSc1cn(CC(=O)N2CCCCC2)c2ccccc12)NCc1ccccc1
Compound	25	26	27	28	29	30	31	32
Tau fluor cs	?	8.9µM*[quencher]	2%	3%	?	0%	-17%	-6%
Tau fibril FP	10%	?	-2%	3%	-9%	0%	-2%	-5%
GAA spleen mod	1%	-1%	-6%	-3%	-4%	0%	-2%	nt
GAA inh	?	nt	nt	-9%	-8%	7%	0%	nt
Tau ThT inhib	?	nt	6%	-6%	?	-1%	-17%	-12%
GAA glycogen mod	2%	-8%	nt	-6%	4%	-1%	23%	-4%[76.3 µM]
aGal spleen mod	5%	9%	-12%	1%	2%	-2%	0%	nt
HTT ATP protect	3%[10 µM]	-7%[10 µM]	16%	-8%	0%[1.9 µM]	-3%	-43%[inhibitor][1.9 µM]	nt

Arranged by number of heavy atoms (low to high): part of the list above.
28. S=C(Nc1ccccc1)N1CCCCC1
31. CNc1c([N+](=O)[O-])cnn1-c1ccccn1
24. Cc1ccccc1OC(=O)C1C(c2ccccc2)C(C(=O)O)C1c1ccccc1 (stereo unspecified)
32. O=C(CSc1cn(CC(=O)N2CCCCC2)c2ccccc12)NCc1ccccc1
25. O=C1/C(=C\c2ccc(-c3ccccc3[N+](=O)[O-])o2)C(c2ccccc2)=NN1c1ccccc1
26. COC(=O)c1cc(NC(=O)c2cc(-c3ccc(OC)cc3)oc2C(F)(F)F)ccc1N1CCOCC1
Compound	28	31	24	32	25	26
Tau fluor cs	3%	-17%	-1%	-6%	?	8.9µM*[quencher]
Tau fibril FP	3%	-2%	9%	-5%	10%	?
GAA spleen mod	-3%	-2%	4%	nt	1%	-1%
GAA inh	-9%	0%	7%	nt	?	nt
Tau ThT inhib	-6%	-17%	-8%	-12%	?	nt
GAA glycogen mod	-6%	23%	-5%	-4%[76.3 µM]	2%	-8%
aGal spleen mod	1%	0%	12%	nt	5%	9%
HTT ATP protect	-8%	-43%[inhibitor][1.9 µM]	7%	nt	3%[10 µM]	-7%[10 µM]

Other compounds:
33. COc1ccccc1NC(=O)CCCn1c(=S)[nH]c2ccccc2c1=O
34. CCCC(=O)NCCc1nc2ccccc2n1CCC
35. O=C(c1ccccc1Nc1ccc(SC(F)F)cc1)N1CCCCC1
36. C#CCOc1ccc(/C=N/O)cc1Cl
37. O=C(N/N=C/c1cccs1)c1ccc(-n2cccc2)cc1
38. CC1CCCC(NC(=O)COC(=O)/C=C/c2ccc3c(c2)OCO3)C1C (stereo unspecified)
39. CCOC(=O)C1(CCOc2ccccc2)CCN(Cc2cccn2-c2cccnc2)CC1
40. Cc1ccc(C2NNC(=O)C2NC(=O)c2ccccc2)cc1 (stereo unspecified)
Compound	33	34	35	36	37	38	39	40
Tau fluor cs	-5%	-2%	-8%	7%	?	1%	-10%	-14%
Tau fibril FP	-6%	-4%	8%	6%	?	3%	-3%	-14%
GAA spleen mod	0%	-2%	-9%	5%	6%	-6%	7%	0%
GAA inh	0%	4%	2%	3%	6%	1%	?	-5%
Tau ThT inhib	7%	0%	-9%	0%	?	-7%	-16%	?
GAA glycogen mod	8%	-3%	-6%	5%	-3%	18%	-8%	?
aGal spleen mod	3%	-1%	-13%	5%	-12%	-1%	6%	9%
HTT ATP protect	-13%	21%[10 µM]	-13%	8%[10 µM]	-1%[10 µM]	6%[1.9 µM]	13%[10 µM]	4%

41. CCN1CCN(C(=O)Nc2cc(Cl)ccc2OC)CC1
42. O=C1/C(=C/c2ccccn2)SC(=S)N1c1cccc(O)c1
43. COc1cc(C)nc(Oc2ccc(/C=N/O)cc2)n1
44. O=C1CC(Sc2ccc(Cl)cc2)C(=O)N1c1ccc2c(c1)OCCO2 (stereo unspecified)
Compound	41	42	43	44
Tau fluor cs	-3%	?	-7%	-20%
Tau fibril FP	0%	7%	0%	3%
GAA spleen mod	3%	0%	6%	-2%
GAA inh	10%	nt	-4%	nt
Tau ThT inhib	-2%	nt	-4%	?
GAA glycogen mod	3%	7%	1%	3%
aGal spleen mod	4%	6%	-1%	-1%
HTT ATP protect	0%[10 µM]	9%[10 µM]	-33%	15%[10 µM]

From PubChem BioAssay
